Assay outcomes (PubChem BioAssay)
FAS TE block: inhibitors of human fatty acid synthase thioesterase domain; 360,000 tested, 0.67% active; inhibition, % at 15 µM; AID 602261; recombinant FAS-TE, OMFH fluorogenic substrate, fluorescence endpoint; P49327;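 active = compounds whose normalised, plate-corrected inhibition of enzyme fluorescence in the single-dose primary screen is 50% or more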;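 note: 0% = DMSO with enzyme and 100% = substrate without enzyme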
NadD inh: inhibitors of Staphylococcus aureus NadD; AID 602399; inhibition, % at 20 µM; purified NadD enzyme, colorimetric absorbance read-out; 360,000 tested, 0.78% active; in the data active = inhibition above about 26%; note: some compounds past the cut are filed as inactive
PABP1 MLLE inh: blocks PAM2 peptide binding to the PABP1 MLLE domain. P11940. GST-MLLE / FITC-PAM2 fluorescence polarization. inhibition, % at 20 µM. 360,000 tested, 0.36% active. AID 588489; in the data active = inhibition above about 35%, passing the limit was not always enough;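 note: plate controls were DMSO wells with GST-MLLE for no effect and wells lacking GST-MLLE protein for full effect; some results filed as inactive read as strong as hits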
SKN-1 block: blocks SKN-1 activity in C. elegans; C. elegans VP596 Pgst-4::GFP/RFP ratio, acrylamide-induced, 24 h; AID 624304; inhibition, % at 21.8 µM; 360,000 tested, 0.49% active;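 active = interference check ratio from 0.5 to 1.5 plus GFP to RFP signal ratio inhibition reaching or exceeding a fixed threshold, cut at about 30% in these data, passing the limit was not always enough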; note: some compounds called inactive have numbers as strong as hits
Neddylation inh: blocks human cullin neddylation; P61081+Q13564; TR-FRET cullin neddylation, biochemical; calls only at 25 µM; 360,000 tested, 0.58% active; AID 651699; in the data active = inhibition above about 36%
CSN deneddyl inh: blocks human CSN-mediated cullin deneddylation; Purified CSN, SCF-Nedd8-OG deneddylation, fluorescence polarization; inhibition, % at 12.5 µM; 360,000 tested, 0.38% active;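 active = pattern-corrected inhibition above about 35%, with an unprinted fluorescence ratio check between 0.5 and 1.5, limit read from the data, passing the limit was not always enough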;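 note: 0% = enzyme with substrate and 100% = substrate without enzyme; some results filed as inactive read as strong as hits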
Target sequence (Q92905 whole entry, looked up, one chain of several): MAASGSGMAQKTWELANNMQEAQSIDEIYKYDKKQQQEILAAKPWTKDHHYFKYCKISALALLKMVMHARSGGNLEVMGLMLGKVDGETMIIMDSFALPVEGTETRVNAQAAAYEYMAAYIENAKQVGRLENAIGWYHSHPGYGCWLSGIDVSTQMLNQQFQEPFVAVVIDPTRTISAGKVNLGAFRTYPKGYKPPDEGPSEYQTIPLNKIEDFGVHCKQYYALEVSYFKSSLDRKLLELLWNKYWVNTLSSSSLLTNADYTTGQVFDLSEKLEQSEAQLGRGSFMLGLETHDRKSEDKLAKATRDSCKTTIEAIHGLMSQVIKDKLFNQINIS
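Test system: Human Csn5 produced in HEK293T cells | Compound: 12.5 µM single point | Times: 90 min, room temperature | Signal: Fluorescence polarization readout | Read-out basis: % inhibition of substrate cleavage by Csn5 | Controls: no-enzyme wells high, enzyme-with-substrate wells low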
Rpn11 inh: Rpn11 (human) deubiquitinase inhibition; human 26S proteasome, Ub4-pepOG fluorescence polarization; 20S core pre-blocked with epoxomicin; calls only at 20 µM; 360,000 tested, 0.59% active; AID 588493;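 active = inhibition at 20 µM, scaled to each plate's controls, above about 33%, limit read from the data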
Target sequence (O00487 whole entry, looked up): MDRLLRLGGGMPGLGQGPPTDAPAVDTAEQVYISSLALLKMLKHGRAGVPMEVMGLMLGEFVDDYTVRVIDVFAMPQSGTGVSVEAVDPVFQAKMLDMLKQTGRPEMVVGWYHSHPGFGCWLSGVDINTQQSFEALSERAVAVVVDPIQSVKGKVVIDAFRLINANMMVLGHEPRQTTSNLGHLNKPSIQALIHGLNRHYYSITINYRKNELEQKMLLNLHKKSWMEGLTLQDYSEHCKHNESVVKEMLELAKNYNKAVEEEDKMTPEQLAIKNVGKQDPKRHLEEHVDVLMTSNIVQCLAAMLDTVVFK
Rin1-Abl PPI inh: blocks binding of human Rin1 to Abl; TR-FRET Rin1/Abl binding, biochemical; AID 588664; inhibition, % at 7.35 µM; 360,000 tested, 0.4% active; in the data active = inhibition above about 5%, passing the limit was not always enough
MT1-MMP act inh: blocks activation of human MT1-MMP; P50281; AID 651647; 360,000 tested, 0.061% active; GFP/RFP ratio change, % at 20 µM; HT1080 RFP-PRO-GFP cells, GFP/RFP ratio fluorescence, overnight; percent of plate control window, DMSO zero;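 active = GFP/RFP ratio change of at least 30% with cell ATP level not reduced by more than half and red fluorescence within 50% of control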; note: strong numbers were not always called active
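Material – HT1080 RFP-PRO-GFP cells · Control set – DMSO wells and RFP-L50D-GFP cells · Incubation – overnight cell settling, then overnight compound exposure, 37 °C, 5% CO2 · Compound dosing – single-point 20 µM compound, 1% DMSO · Read-out – GFP/RFP fluorescence ratio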
The depositor's hits bear a star; i = inactive; / = no result given.

Each structure is followed by: FAS TE block | NadD inh | PABP1 MLLE inh | SKN-1 block | Neddylation inh | CSN deneddyl inh | Rpn11 inh | Rin1-Abl PPI inh | MT1-MMP act inh
- CCc1ccccc1NC(=S)N(CCOC)C(C)c1ccco1 (centres undefined)
→ 6 | -2 | -57 | -5 | i | 0 | i | -2 | 2
- CN1CCc2nc(SC(C(=O)O)c3ccccc3)c(C#N)c(-c3cccs3)c2C1 (centres undefined)
→ -2 | 15 | 6 | -12 | i | 2 | i | -7 | /
- Cc1ccc2nc(NC(=O)CCCc3nc4ccccc4s3)sc2c1
→ 8 | -5 | 27 | -10 | i | 0 | i | 0 | 4
- Cc1cc(=O)[nH]c(SCC(=O)N2CC3(C)CC2CC(C)(C)C3)n1 (centres undefined)
→ -2 | 2 | -8 | -4 | i | -3 | i | 7 | 3
- COc1ccc(C(=O)C2CN(c3ccccc3)CC2c2ccc(Cl)cc2)cc1 (centres undefined)
→ 21 | 1 | 1 | 4 | i | 0 | i | -1 | -4
- FC(F)(F)c1cccc(Cn2c3[n+](c4ccc(C(F)(F)F)cc42)CCCCC3)c1
→ 3 | -1 | -114 | 6 | i | 3 | i | 3 | -1
- O=C(/C=C/[C@H]1O[C@@H](n2ccc(=O)[nH]c2=O)[C@H](O)[C@@H]1O)NC1CCN(Cc2ccccc2)C1 (some centres undefined)
→ -13 | -5 | -9 | 9 | i | 0 | i | 5 | 3
- COC(=O)C[C@H]1C=C[C@@H](NC(=O)c2ccncc2)[C@@H](CO)O1
→ / | / | / | 7 | i | -2 | / | / | 0
- COCCN1CN(S(=O)(=O)c2ccccc2)c2nc3ccccc3nc21
→ -1 | -1 | 37* | 12 | i | -9 | i | -1 | 0
- CCn1c(=O)cc(OCC(=O)Nc2ccccc2N2CCN(C)CC2)c2ccccc21
→ -3 | 3 | 6 | 1 | i | -1 | i | -1 | -4
- CC(=O)Nc1ccc(NC(=O)C2CCC(N3C(=O)C4C5C=CC(C6CC56)C4C3=O)CC2)cc1 (centres undefined)
→ -5 | 1 | 0 | 4 | i | 1 | i | -1 | 0
- COc1ccc(-c2nc3c(n2O)CCCC3=O)cc1OC
→ -2 | -6 | 7 | 9 | / | 1 | i | -1 | -4
- N#CCOc1nc(N2CCCC2)nc(N2CCCC2)n1
→ -7 | 5 | -7 | 8 | i | 0 | i | 2 | 1
- Cc1cc(NC(=O)CCCn2nc([N+](=O)[O-])c(Cl)c2C)no1
→ -3 | -5 | 9 | -14 | i | -2 | i | -3 | 7
- COC(=O)c1ccc(Cn2c(O)c(N=NC(N)=S)c3ccccc32)o1
→ 17 | 11 | 30 | 5 | i | 3 | i | -6 | 13
- Cc1nnsc1C(=O)N1CCCC(C)(C(=O)NS(=O)(=O)C2CC2)C1 (centres undefined)
→ -10 | 0 | -2 | -3 | i | 3 | i | 0 | -4
- CCOc1ccc2[nH]c(=O)c(C(c3nnnn3C3CCCCC3)N3CCN(C)CC3)cc2c1 (centres undefined)
→ -8 | 6 | -13 | 13 | / | 1 | i | 1 | -3
- O=C(Cc1ccc(Cl)cc1)N/N=C/c1cccs1
→ -5 | -4 | 5 | -2 | i | 2 | i | 0 | -1
- COc1ccc2c(-c3ccccc3)cc(SCC(=O)NC(N)=O)nc2c1
→ -2 | 8 | 5 | 4 | i | 13 | i | 2 | 3
- CCNC(=O)N(C)C[C@H]1N[C@@](CC)(C(=O)OC)[C@H]2C(=O)N(C)C(=O)[C@@H]12
→ -10 | 1 | -4 | -3 | i | 7 | i | -5 | 5
- O=C(Cn1nc(CNc2ccc(Cl)cc2)[n+]2c1CCCCC2)c1ccc(Cl)cc1
→ 2 | -3 | -15 | 8 | i | 5 | i | -4 | -15
- COc1cc(/C=C/C(=O)O)cc(S(=O)(=O)Nc2ccccc2C(=O)NCc2ccco2)c1OC
→ -7 | 0 | -4 | -3 | i | 1 | i | 0 | 0
- CCc1ccc(N2CN(CCc3ccccc3)CNC2=S)cc1
→ 2 | 1 | -57 | 5 | i | 2 | i | 0 | 1
- CC(=O)Nc1ccc(S(=O)(=O)NCc2ccc(C(=O)NCCCN3CCC(C)CC3)cc2)cc1
→ -1 | 0 | 5 | 8 | i | -3 | i | -2 | 0
- CCN(CC)CCN(C(=O)c1ccc(S(=O)(=O)N(CC)c2ccccc2)cc1)c1nc2c(OC)ccc(OC)c2s1
→ 34 | 1 | 2 | -28 | i | -2 | i | -1 | -1
- CCN(CC)C(=O)COc1ccc(/C(C)=N/Nc2ncc(Cl)cc2Cl)cc1
→ 6 | -3 | 10 | -9 | i | 1 | i | -2 | -3
- C=CCn1c(SCc2nc3sc(C(=O)O)c(C)c3c(=O)[nH]2)nnc1-c1ccc(F)cc1
→ -6 | 5 | -44 | 3 | i | 3 | i | 1 | -8
- O=S(=O)(Nc1ccc(O)c2ccccc12)c1ccc(F)cc1
→ -1 | -6 | 17 | -10 | i | 6 | i | -1 | 4
- NC(=S)N/N=C1\CCSc2ccc(Cl)cc21
→ 0 | 23 | 15 | -6 | i | 0 | i | 0 | -1
- CC(C)(C)NC(=O)C(c1ccc(F)cc1)N(Cc1ccco1)C(=O)c1csnn1 (centres undefined)
→ -1 | -7 | 11 | -1 | i | 0 | i | 4 | 8
- COC(=O)c1cc2occc2n1CC(=O)Nc1ccc(OC)c(OC)c1OC
→ -7 | 5 | -6 | 14 | i | -2 | i | 0 | 5
- O=C(NCCCNc1ccc(C(F)(F)F)cc1[N+](=O)[O-])c1ccc(F)cc1
→ 9 | -10 | -4 | 3 | i | 2 | i | -2 | 4
- Cc1ccc(S(=O)(=O)N(c2nc(NC(C)C)nc(NC(C)C)n2)n2cnnc2)cc1
→ 0 | 3 | 1 | 5 | i | -5 | i | -1 | 2
- CCc1ccc(NC(=O)COC(=O)CN2C(=O)COc3ccccc32)cc1
→ -5 | -2 | -8 | 18 | i | 0 | i | -3 | -7
- CCCn1c(C)cc(C(=O)Cn2nnc3ccccc3c2=O)c1C
→ 6 | -6 | 10 | -5 | i | 7 | i | 0 | -1
- C/C(=N\OCC(=O)Nc1ccc(F)c(F)c1F)c1cc2ccccc2o1
→ 48 | -1 | -14 | 18 | i | 2 | i | -3 | /
- COc1ccccc1OCCNc1cc(N2CCOCC2)ccc1[N+](=O)[O-]
→ 19 | -3 | -36 | 35 | i | 1 | i | -12 | 9
- CCOC(=O)N(C)c1c(CC)nc2c(OCc3ccc(OC(F)F)cc3)cccn12
→ 2 | 3 | 11 | 17 | i | -2 | i | 3 | /
- CCN1C(=O)CC(N2CCN(c3cccc(OC)c3)CC2)C1=O (centres undefined)
→ -7 | -4 | 4 | 0 | i | 5 | i | -4 | 0
- C=C(C)CSc1nnc([C@H](CCSC)NC(=O)OC(C)(C)C)o1
→ -2 | 1 | -18 | -7 | i | 4 | i | 2 | 3
- COc1ccc(Nc2nc(OC)nc(N3CCN(c4ccc(OC)cc4)CC3)n2)cc1
→ 29 | -3 | -8 | -6 | i | 0 | i | 4 | 13
- Cc1nc(-c2ccc3c(c2)CCC(=O)N3)cs1
→ -8 | 2 | -4 | 8 | i | -2 | i | 3 | 7
- Clc1cccc(Nc2c3c(nc4ncnn24)CCC3)c1
→ -7 | 2 | 9 | 11 | i | -3 | i | 1 | 4
- CC(C)Cc1nc2n[nH]c(N)c2c2c1CCCC2
→ -4 | 1 | -9 | -2 | i | -4 | i | 0 | 2
- O=C(CN1CCN(c2cccc(C(F)(F)F)c2)CC1)N(C1CCCC1)C1CCS(=O)(=O)C1 (centres undefined)
→ 4 | 2 | -42 | 6 | i | -4 | i | 0 | 1

As entered above:
CCOC(=O)N(C)c1c(CC)nc2c(OCc3ccc(OC(F)F)cc3)cccn12 @ Rin1-Abl PPI inh: 3
O=S(=O)(Nc1ccc(O)c2ccccc12)c1ccc(F)cc1 @ SKN-1 block: -10
COC(=O)c1cc2occc2n1CC(=O)Nc1ccc(OC)c(OC)c1OC @ PABP1 MLLE inh: -6
Cc1nnsc1C(=O)N1CCCC(C)(C(=O)NS(=O)(=O)C2CC2)C1 (centres undefined) @ PABP1 MLLE inh: -2
N#CCOc1nc(N2CCCC2)nc(N2CCCC2)n1 @ SKN-1 block: 8
COCCN1CN(S(=O)(=O)c2ccccc2)c2nc3ccccc3nc21 @ MT1-MMP act inh: 0
Clc1cccc(Nc2c3c(nc4ncnn24)CCC3)c1 @ Rin1-Abl PPI inh: 1

Records above shown as hits in PABP1 MLLE inh:
SMILES | NadD inh | PABP1 MLLE inh | SKN-1 block | Neddylation inh | CSN deneddyl inh | Rpn11 inh | Rin1-Abl PPI inh | MT1-MMP act inh
COCCN1CN(S(=O)(=O)c2ccccc2)c2nc3ccccc3nc21 | -1 | 37* | 12 | i | -9 | i | -1 | 0

(next part)
| Structure | FAS TE block | NadD inh | PABP1 MLLE inh | SKN-1 block | Neddylation inh | CSN deneddyl inh | Rpn11 inh | Rin1-Abl PPI inh | MT1-MMP act inh |
| --- | --- | --- | --- | --- | --- | --- | --- | --- | --- |
| Cc1cccc(-n2cc(-c3ccccc3)[nH]c2=S)c1 | -3 | 4 | 19 | 11 | i | -5 | i | 0 | 4 |
| Cc1ccc(-n2nnnc2SCC(=O)Nc2c(C)n(C)n(-c3ccccc3)c2=O)cc1 | -8 | -2 | -6 | 11 | i | -1 | i | -3 | 1 |
| CCCC(=O)n1nc(-c2cccnc2)nc1NCc1cccs1 | 3 | -2 | 2 | 10 | i | 5 | i | -4 | 2 |
| [O-]/[N+](=C\c1ccc(F)cc1)c1ccccc1 | -7 | 1 | 23 | 12 | i | -4 | i | 2 | 1 |
| O=C(Nc1ccc(Cl)cc1)Nc1ccc2c(c1)OCO2 | 1 | -8 | -13 | 15 | i | -2 | i | 0 | 2 |
| CCOc1ccc(CCNC(=O)CCS(=O)(=O)c2ccc(Br)cc2)cc1OCC | 2 | -1 | 8 | -2 | i | -3 | i | 0 | 3 |
| O=CNn1cnc2c(oc3nc(-c4ccccc4)cc(-c4ccco4)c32)c1=O | -62 | 36* | -2 | -5 | / | -4 | i | 1 | -5 |
| COc1ccc(S(=O)(=O)/C(C#N)=C/Nc2cccc(F)c2)cc1 | -3 | -5 | 3 | 18 | i | -2 | i | -2 | 1 |
| Cc1ccc(-c2cn(S(=O)(=O)c3cccc([N+](=O)[O-])c3)nc2N)cc1 | 28 | -1 | -1 | 8 | i | 2 | i | 1 | -2 |
| Cc1ccc(CNC(=O)CN2NS(=O)(=O)c3ccccc3C2=O)cc1 | -11 | 0 | 5 | 19 | i | -1 | i | 2 | -2 |
| Cc1ccc(CNCC2CCCO2)s1 (centres undefined) | -4 | 0 | 20 | 16 | i | 1 | i | 2 | 4 |
| CC(=O)c1c(C)[nH]c(C(=O)Nc2nc(-c3ccc(Cl)cc3)cs2)c1C | 5 | 9 | -1 | 6 | i | -3 | i | -3 | -43 |
| CC1(C)NC(=O)N(CCOc2ccc([N+](=O)[O-])cc2)C1=O | 0 | 3 | -1 | -1 | i | 3 | i | 4 | -3 |
| Cc1ccsc1/C=N/n1c(COc2ccccc2)n[nH]c1=S | 0 | 1 | -55 | 4 | i | 2 | i | 0 | 2 |
| C/C(=C\C(=O)c1cccnc1)Nc1ccc(C)c(C)c1 | 0 | 7 | 4 | 12 | i | 6 | i | -3 | 0 |
| CCC(=O)c1ccc(N2CCN(C(=O)COc3ccccc3F)CC2)c(F)c1 | 0 | -3 | 9 | -5 | i | -6 | i | -1 | 7 |
| CN(C)CCN1C(=O)C(=O)/C(=C(/O)c2ccc(S(=O)(=O)N3CCOCC3)cc2)C1c1ccc(F)cc1 (centres undefined) | -4 | -1 | 8 | 4 | i | 0 | i | 1 | -2 |

An unsorted share of the library; about 3.9% have a hit in one of these screens.
